Sm TGR block = inhibitors of Schistosoma mansoni thioredoxin glutathione reductase; Q962Y6; purified TGR, DTNB reduction, TNB absorbance 405 nm; Potency, µM (titrated, usually from 114 µM), for the others: at the top dose activity change, negative = inhibition, most hits filed as inhibitors; 360,000 tested, 3% active; note: potency is the fitted concentration of half-maximal effect; % is set by controls: 0 for no effect and ±100 for the full control effect; nearly all actives have a fitted effect of over 60% in size
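TGR 20 nM + NADPH 100 uM (dispensed conc.), cpd preinc 15 min RT; start with NADPH (500 uM addition) then DTNB (15 mM addition). Kinetic TNB absorbance, 405 nm filter. Four-parameter Hill fit across titration.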
FBPA Giardia inh = inhibitors of Giardia lamblia fructose-1,6-bisphosphate aldolase | 290,000 tested, 0.71% active | Potency, µM (highest dose often 59.6 µM), inactives show at the top dose activity, negative = inhibition, hits mostly inhibitors | purified Giardia FBPA | A8B2U2 | AID 2451; note: potency is the fitted concentration of half-maximal effect; % is set by controls: 0 for no effect and ±100 for the full control effect; nearly all actives have a fitted effect of over 55% in size
Target sequence (A8B2U2 whole entry, looked up): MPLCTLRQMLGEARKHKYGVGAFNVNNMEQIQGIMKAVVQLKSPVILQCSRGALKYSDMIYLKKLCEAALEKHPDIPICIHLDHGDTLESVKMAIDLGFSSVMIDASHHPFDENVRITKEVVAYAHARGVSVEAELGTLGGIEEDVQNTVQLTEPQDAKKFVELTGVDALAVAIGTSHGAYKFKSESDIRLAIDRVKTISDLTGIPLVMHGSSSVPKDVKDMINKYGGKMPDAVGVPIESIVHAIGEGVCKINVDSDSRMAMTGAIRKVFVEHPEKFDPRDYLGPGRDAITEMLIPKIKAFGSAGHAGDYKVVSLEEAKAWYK
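40 nM FBPA preincubated 10 min at RT with compound (up to 57.5 uM final), then substrate plus GAPDH/TPI/NAD/arsenate coupling and diaphorase/resazurin added. Fluorescence read after 20 min at RT, 525/598 nm.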
Pf growth 48h = inhibits P. falciparum growth in the first generation, 48 h. Potency, µM (highest dose often 28.7 µM), for the others: at the highest dose activity change, negative = inhibition, usual class: inhibitors. 310,000 tested, 5.9% active. AID 504832. P. falciparum luciferase growth in erythrocytes, 48 h; note: potency is the fitted concentration of half-maximal effect; % is set by controls: 0 for no effect and ±100 for the full control effect
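In quantitative HTS format, infected erythrocytes bearing luciferase-reporter parasites were treated for a single generation at 37 C. Luminescence after adding detection reagent served as the growth measure.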
Cycloheximide cs = counter-screen hit for Shiga toxin inhibitors, cycloheximide | cell reporter, cycloheximide protein synthesis inhibition counterscreen | max response, % | 300,000 tested, 12% active | AID 2314; in the data active = max response mostly above about 13%, no sharp cut-off; inactive = mostly below about 14%; note: read at 38.3 µM for the half of the compounds with a filed dose; 0% is about no effect
Shiga toxin inh = Shiga toxin inhibition. Vero cells, Shiga toxin protein synthesis inhibition reporter. inhibition, % at 38.7 µM. 290,000 tested, 9.2% active. AID 2315; in the data active = inhibition mostly above about 28%, no sharp cut-off; inactive = mostly below about 43%; note: 0% is about no effect
Pf growth 96h = P. falciparum growth inhibition at 96 hours | P. falciparum luciferase reporter growth, 96 h | Potency, µM (titrated, usually from 28.7 µM), for the others: top-dose activity change, negative = inhibition, most hits filed as inhibitors | 320,000 tested, 6.9% active | AID 504834; note: potency is the fitted concentration of half-maximal effect; % is set by controls: 0 for no effect and ±100 for the full control effect
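Cell-based qHTS: luciferase-tagged P. falciparum in erythrocytes (2% hematocrit, 0.05% parasitemia final) incubated with compounds for 96 hours, 37 C, 5% CO2; luciferase detection reagent then added and luminescence measured.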
* hit, by the source's call; ? = inconclusive; · = not tested or not shown; & = joins results of further samples; [ ] = remark or other dose. Unless noted, calls come from the whole dose curve; as a rule, active = well fitted curve in the direction sought with a large enough effect; inconclusive = small, poorly fitted or top-dose-only effect, or another doubt; inactive = no such curve, though single readings can be large; an effect the other way counts as inactive or inconclusive. Compounds as they come; about 24% have a hit in one of these screens.

molecule	Cycloheximide cs	Pf growth 48h	Shiga toxin inh	Sm TGR block	FBPA Giardia inh	Pf growth 96h
COc1ccc([C@H]2C=C3CN(C(=O)OC(C)(C)C)S(=O)(=O)[C@H]3C[C@H]2OC(=O)c2cccs2)cc1	2	?	8	3%	4%	-2%
Cc1ccc(-c2nc(CS(=O)(=O)CC(=O)N3CCCCCC3)c(C)o2)cc1	-1	3%	27	?	3%	?
COC(=O)c1ccccc1NC(=O)CN(c1ccc(OC)cc1)S(C)(=O)=O	5	-2%	4	0%	0%	?
CC/C=C/C(=O)N1CC2(CC(c3cccc(NC(=O)CC)c3)=NO2)C[C@H]1C(N)=O (some centres not stated)	-4	-6%	-5	?	-4%	-2%
CC1(C)CC(=O)C=C(NNC(=O)c2ccccc2O)C1	-2	39%[activator]	-16	-10%	·	216%[activator]
COc1cc(/C=C2\CC(C(C)(C)C)C/C(=C\c3cc(OC)c(OC)c(OC)c3)C2=O)cc(OC)c1OC (configuration not stated)	9	?	34	2%	10%	?
O=C1c2ccccc2C(=O)N1CCn1c(=O)oc2ccccc21	31*	22%	41*	4%	-1%	0%
CCN1C/C(=C/c2sccc2C)c2nc3ccccc3c(C(=O)O)c2C1	11	7%	-11	?	5%	-86%
CCOc1ncccc1C(=O)NCc1ccc(C)cc1	-3	18%	-11	4%	4%	-14%
O=C(CCN1CCCCCC1)Nc1cccc(F)c1	0	17%	-15	2%	-2%	·
CCCCc1cc(=O)oc2c(CN(C)C)c(O)c(Cl)cc12	-4	-9%	-11	-12%	-25%	32%[activator]
COc1ccc(/C=C2/C(=O)ON=C2c2ccccc2)cc1OC	-4	-1%	-4	?	-19%	-40%

Remaining list, next part
molecule	Cycloheximide cs	Pf growth 48h	Shiga toxin inh	Sm TGR block	FBPA Giardia inh	Pf growth 96h
Cc1cccc(NC(=O)CSCC(=O)NNC(=O)c2ccoc2C)c1	-2	7%	-6	-1%	·	-8%
O=C(CSc1ncn[nH]1)OCN1C(=O)c2ccccc2C1=O	-6	8%	-11	-26%	-18%	?
CSCC[C@H](NC(=O)N1CCn2c1nc1ccccc12)C(=O)NCc1ccccc1	-3	-5%	-4	2%	-5%	1%
CC(CCc1ccccc1)NC(=O)CN1CCN(c2ccccc2)CC1 (configuration not stated)	-4	25%	-4	-11%	7%	8%
Cc1cc(C)c(C(=O)Cn2cnc3cc([N+](=O)[O-])ccc3c2=O)cc1C	-4	-41%	18	4%	-8%	?
O=C(Cc1c(O)c2ccccc2oc1=O)c1ccc(C(F)(F)F)cc1	1	-13%	1	-15%	1%	-3%
O=C(NCc1ccco1)c1cc(C(=O)C2CC2)c[nH]1	4	51%[activator]	-9	11%	1%	45%[activator]
COC(=O)C(Cc1ccccc1)NS(=O)(=O)c1ccccc1Br (configuration not stated)	-5&-5	19%	-12&-6	1%	2%&1%	11%
O=C(CN1CCN(c2ccccn2)CC1)Nc1ccc(F)cc1	-2	·	-29	0%	?	1%
COc1cccc(CC2(CO)CCN(C(=O)NCCc3ccccc3)CC2)c1	0	-6%	-11	-2%	1%	?
CC(=O)Nc1ccc(SC[C@H](Cc2ccccc2)N2CC[C@@H](C(C)(C)C)CCC2=O)cc1	·	1.9µM*	·	-4%	·	?
CCn1c(Cc2ccccc2)nnc1SCC(=O)NC1CCCC1	-7	10%	-8	-1%	6%	?

The results go on:
molecule	Cycloheximide cs	Pf growth 48h	Shiga toxin inh	Sm TGR block	FBPA Giardia inh	Pf growth 96h
Cc1cc(NS(=O)(=O)c2ccccc2)cc(Cl)c1O	12	-11%	23	?	-17%	?
O=C(c1ccccc1)c1cn(CC(=O)N2CCCc3ccccc32)c2ccccc12	9	·	25	69%[activator]	-2%	?
Cc1c(NC(=O)c2cc3ccccc3c(=O)s2)c(=O)n(-c2ccccc2)n1C	-4	·	-10	6%	1%	-10%
CCOC(=O)C1=C2SCC(=O)N2C(N)=C(C#N)C1	-1	16%	-15	?	-1%	13%
CC1=C(C(=O)Nc2ccccc2)C(c2ccc[nH]2)n2ncnc2N1 (configuration not stated)	·	9%	·	28µM*	·	6%
COc1ccc2cc(CN(CCCN3CCOCC3)Cc3nnnn3C3CCCCC3)c(=O)[nH]c2c1	-7	?	-11	-7%	-7%	?
Cc1c2cn[nH]c(=O)c2c(C)n1-c1ccccc1	8	-22%[0.00184 µM]	27	4%	-2%	60%[activator]
CC1=C(C(=O)Nc2ccccc2C(F)(F)F)C(c2ccc(C)s2)NC(=S)N1 (configuration not stated)	-1	0%	-13	-6%	0%	0%
C=C(C)CSc1cc(C)nc2c(-c3ccccc3)c(C)nn12	36*	6.6µM*	34	?	2%	10µM*
O=C(NCC(=O)N(CCc1ccccc1)C(C(=O)NC1CCCC1)c1cccnc1)c1ccco1 (configuration not stated)	-1	15µM*	-3	-26%	6%	3%
Cn1c(SCC(=O)Nc2nc3ccccc3s2)nnc1-c1ccccc1	-2	·	-5	-6%	1%	13%
COc1ccc(S(=O)(=O)NNC(=O)Cc2csc(C)n2)cc1[N+](=O)[O-]	·	7%	·	-1%	·	1%

Next results:
molecule	Cycloheximide cs	Pf growth 48h	Shiga toxin inh	Sm TGR block	FBPA Giardia inh	Pf growth 96h
O=C(Oc1ccc(/C=N/n2cnnc2)cc1)c1cccc([N+](=O)[O-])c1	-2	14%	-11	9%	5%	41%[activator]
COC(=O)c1cc(N=Nc2sc(N)nc2C)cc(C(=O)OC)c1	-2	?	-2	0%	-3%	?
S=c1[nH]nc(-c2ccc(Cl)cc2)n1/N=C/c1cccs1	-1	5%	3	-13%	18%	21%
CCn1c(SCC(=O)Nc2cccc(OC)c2)nc2ccccc2c1=O	5	-26%	-10	-25%	-12%	76%[activator]
CCN1C(=O)[C@@H]2Cc3c([nH]c4ccccc34)C(c3cc(OC)c(OC)c(OC)c3)N2C1=S (some centres not stated)	-3	?	-7	?	-8%	?
N#CC1=C(N)Oc2c(c(=O)oc3ccccc23)C1c1ccccc1OC(=O)c1cccs1 (configuration not stated)	1	-5%	-8	-28%	2%	72%[activator]
Cc1cccc(C(=O)NCCCN(C)CCCNC(=O)c2cccc(C)c2)c1	0	-5%	-6	-30%	-1%	65%[activator]
CCCCN1C(=O)C(=O)N(CC(=O)c2ccc3c(c2)OCO3)C1=O	·	8%	·	0%	·	11%
CCOC(=O)c1cnc(N2CCN(c3ccccc3)CC2)[nH]c1=O	3	-17%	10	15%	7%	-24%
CCOc1ccccc1N1CC(C(=O)N2CCc3ccccc32)CC1=O (configuration not stated)	-5	23%	-11	8%	6%	24%
Cc1cc(OCCN2CCOCC2)ccc1C(C)C	48*	31%[activator]	60*	1%	-29%	-8%
CC(=O)Oc1ccc(/C=c2\sc3ncnn3c2=O)cc1	-1	13%	-12	-27%	2%	32%[activator]

(list continues)
molecule	Cycloheximide cs	Pf growth 48h	Shiga toxin inh	Sm TGR block	FBPA Giardia inh	Pf growth 96h
CCN(CC)CCNCC(=O)Nc1ccc(Cl)cc1C(=O)c1ccccc1	-3	·	-3	8%	?	?
CCOc1ccc(S(=O)(=O)NCCC(=O)NCC2(N3CCCCC3)CCCCC2)cc1	-1	-5%	10	7%	-2%	?
O=C1N(c2cccc(Cl)c2)C(c2cccnc2)N2CCCN12 (configuration not stated)	11	5%	-4	1%	5%	13µM*
Cc1c(S(=O)(=O)N2CCN(c3cccc(C(F)(F)F)c3)CC2)c(=O)n(C)c(=O)n1C	-2	-1%	-6	-24%	3%	16%
O=C(O)[C@]1(S(=O)(=O)c2ccccc2)C[C@@H]2ON=C(c3cccc(Br)c3)[C@@H]2C1	4	47%	5	-30%	-3%	2%
Cc1ccc(C)c(NC(=O)C2CC(=O)N(C3CCCCC3)C2)c1 (configuration not stated)	-4	10%	17	4%	10%	?
COc1ccccc1NC(=O)COC(=O)c1ccccc1C(=O)N1CCN(c2ccccc2)CC1	-2	?	-8	-6%	-1%	-20%
Cc1ccc(N(C(=O)C2CCC(=O)N2)C2(C(=O)NC3CCCC3)CCCCC2)cc1 (configuration not stated)	-7	·	19	-7%	6%	?
Cc1ccc(OCC(=O)NCCCNC(=O)c2ccco2)cc1C	-3	-10%	-2	-5%	9%	1%
COc1ccc(CCN(C)C(=O)c2oc3ccccc3c2C)cc1OC	·	?	·	2%	·	-5%
COCCN(C(=O)COC(=O)CCn1c(C)csc1=O)c1c(N)n(Cc2ccccc2)c(=O)[nH]c1=O	·	-5%	·	-24%	·	0%
CCCC(=O)c1ccc2c(c1)OCCO2	10	31%[activator]	28	-3%	7%	·

The listing continues.
molecule	Cycloheximide cs	Pf growth 48h	Shiga toxin inh	Sm TGR block	FBPA Giardia inh	Pf growth 96h
O=C(O)CSc1c2c(nc3cc(C(=O)NCCN4CCOCC4)ccc13)CCC2	1	15%	-2	-3%	-21%	3%
COc1cc(C(=O)Nc2cccc3ncccc23)cc(OC)c1OC	-1	15%	-8	9%	?	·
CCCCc1nc(S(=O)(=O)c2ccc(Cl)cc2)c(N2CCOCC2)o1	27*	51%[activator]	34*	7.9µM*	5%	-26%
CCOc1cc(C=O)ccc1OCCSc1ccc(Cl)cc1	4	14%	16	-7%	0%	-1%
CSc1cccc(NC(=O)CN(c2ccc(C)cc2C)S(C)(=O)=O)c1	-1	45%[activator]	-4	-20%	-3%	?
Cc1ccc(Cl)cc1NC(=O)C(NS(=O)(=O)c1cccs1)c1ccccc1 (configuration not stated)	-2	-7%	-6	-1%	3%	?
COc1ccc(C(=O)NNC(=O)CN2CCN(c3nc(-c4ccccc4)cs3)CC2)cc1	16	0%	1	-8%	3%	44%[activator]
Cc1ccc(S(=O)(=O)N2CCN(c3nc(C)nc4sc5c(c34)CCC(C)C5)CC2)cc1 (configuration not stated)	-4	?	-16	6%	1%	7.4µM*
Cc1nn(Cc2cccc(C(=O)NC34CC5CC(CC(C5)C3)C4)c2)c(C)c1Br	4	15µM*	16	-16%	0%	8.3µM*
O=S(=O)(ON(c1ccccc1)S(=O)(=O)c1ccccc1)c1ccccc1	-4	-2%	-6	-22%	-4%	?
O=C(Sc1nnnn1C1CCCCC1)c1cccs1	-1	22%	15	-9%	1%	·
COCCCN=Cc1c(O)[nH]c(=S)[nH]c1=O	-2	0%	-2	5%	-19%	-5%

(listing goes on)
molecule	Cycloheximide cs	Pf growth 48h	Shiga toxin inh	Sm TGR block	FBPA Giardia inh	Pf growth 96h
CCOC(=O)c1c(NC(=O)COC(=O)c2nc(Cl)ccc2Cl)sc2c1CCC2	1	24%	-6	-6%	-7%	?
C#Cc1ccc([C@H]2C=C(C(=O)N3CCOCC3)O[C@@H](OCC)[C@@H]2CCCO)cc1	1	?	-8	-14%	-2%	-28%
CCC(C(=O)OC)n1cnc2c(nnn2-c2ccc(F)cc2)c1=O (configuration not stated)	9.1*	-7%	17	10%	5%	55%[activator]
O=[N+]([O-])c1cccc(-c2nnc(-c3ccc4c(c3)OCO4)o2)c1	65*	216%[activator]	111*	6%	-4%	157%[activator]
COc1ccc(NC(=O)CSc2nnc(Cc3cccs3)n2-c2ccc(C)cc2)cc1	1	-16%	-15	6%	1%	·
CCN(CC)c1ccc(C(=O)NC(=S)N2CCN(Cc3ccc4c(c3)OCO4)CC2)cc1	2	0%	-14	6%	17%	40%[activator]
CC[C@H](C)[C@H](NC(=O)c1ccccc1)C(=O)Nc1ccc(S(=O)(=O)Nc2cc(C)nc(C)n2)cc1	-3	-21%	11	8%	3%	?
Cc1ccc(C)c(N2C(=O)c3cc(N4CCOCC4)c([N+](=O)[O-])cc3C2=O)c1	-4	5%	10	-1%	-3%	2%
CCn1c(-c2ccco2)n[nH]c1=S	-2	4%	-12	0%	?	·

High-throughput results: PubChem, National Center for Advancing Translational Sciences (NCATS)
